procasp7 counter = counter-screen for procaspase-3 activators: activators of human procaspase-7; activation, % at 8.5 µM; recombinant procaspase-7, Ac-DEVD-pNA absorbance 405 nm; D23A/D198A/D206A triple mutant, cannot self-cleave; scale: DMSO 0, 5 µM enzyme 100; P55210; 0.093% of 330,000 active;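 active = percent activation above the screen-wide mean plus 3 SD, cut at about 25% in these data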
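Assay system – Uncleavable procaspase-7 mutant enzyme · Quantity – 2 µM procaspase-7 mutant as dispensed · Times – 1 h preincubation, 2 h reaction · Dosing – single nominal 8.5 µM compound dose, 0.8% DMSO final · Buffer or medium – Zinc-free 50 mM HEPES buffer, pH 7.4, with NaCl and Triton X-100 · Detection – Epi-absorbance of released pNA at 405 nm, two timepoints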
procasp3 activ = procaspase-3 (human) activation; P42574; recombinant procaspase-3 D3A, Ac-DEVD-pNA absorbance 405 nm; activation, % at 8.5 µM; 0.11% of 330,000 active; AID 463141;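 active = activation above the mean of all tested compounds plus 3 SD, cut at about 21% in these data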;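 note: 0% = DMSO alone and 100% = DMSO wells spiked with extra 5 µM PC-3 D3A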
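Test system: Procaspase-3 D3A mutant; medium: Zinc-free HEPES/NaCl buffer with 0.01% Triton X-100 at pH 7.4; reagent: DEVD-pNA substrate; doses: one concentration, 8.5 µM nominal, 0.8% DMSO; times: 1 h preincubation plus 2 h reaction at 25 °C; signal: Epi-absorbance at 405 nm of released p-nitroaniline, 0 and 120 min; replicates: singlicate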
PP5 primary = PP5 (human) phosphatase inhibition; inhibition, % at 6.7 µM; 0.18% of 320,000 active; P53041; purified PP5c, OMFP substrate fluorescence;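 active = inhibition above the campaign's mean inhibition across all tested compounds plus 3 SD, cut at about 9.5% in these data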;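 note: 0% = DMSO only and 100% = 100 µM cantharidin control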
core dimer inh = HCV core protein dimerization inhibition; TR-FRET GST/Flag-core106 dimerization, 1536-well; 0.33% of 300,000 active; inhibition, % at 5 µM; AID 1899;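 active = inhibition above the mean of all tested compounds plus 3 SD, set per screening campaign, cut at about 45% in these data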
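System: GST/Flag-tagged HCV core106 proteins. Incubation: compound-protein-antibody incubation 4 h at 22.5 °C. Technique: HTRF with 340 nm excitation, 617/671 nm emission. Medium: KF-containing HEPES buffer, pH 7.45, DTT, CHAPS, BSA. Read-out: inhibition (%) from 671 over 617 nm ratio. Also added: Eu(K)-anti-GST 90 ng/mL plus XL665-anti-Flag 1 µg/mL.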
VLA-4 inh = inhibition in a human VLA-4 binding assay; inhibition, % (about 7 µM as worked out from the volumes in the protocol); P13612; VLA-4 expressing cells, ligand binding flow cytometry; 0.2% of 330,000 active; in the data active = inhibition above about 50%
GASC-1 inh = inhibitors of human GASC-1 (JMJD2C) demethylase | Q9H3R0 | GST-JMJD2C(1-420) H3K9me3 demethylation, DELFIA europium | inhibition, % at 2.35 µM | 0.069% of 330,000 active | AID 2099;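 active = more than half of a compound's replicate wells show inhibition beyond 50%, single wells judged on their own value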;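 note: signal counts dimethyl H3K9 product captured on neutravidin plate; 0% = median of DMSO wells and 100% = 0.3 times that DMSO median; strong numbers were not always called active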
Target sequence (Q9H3R0 1-420 limits assumed): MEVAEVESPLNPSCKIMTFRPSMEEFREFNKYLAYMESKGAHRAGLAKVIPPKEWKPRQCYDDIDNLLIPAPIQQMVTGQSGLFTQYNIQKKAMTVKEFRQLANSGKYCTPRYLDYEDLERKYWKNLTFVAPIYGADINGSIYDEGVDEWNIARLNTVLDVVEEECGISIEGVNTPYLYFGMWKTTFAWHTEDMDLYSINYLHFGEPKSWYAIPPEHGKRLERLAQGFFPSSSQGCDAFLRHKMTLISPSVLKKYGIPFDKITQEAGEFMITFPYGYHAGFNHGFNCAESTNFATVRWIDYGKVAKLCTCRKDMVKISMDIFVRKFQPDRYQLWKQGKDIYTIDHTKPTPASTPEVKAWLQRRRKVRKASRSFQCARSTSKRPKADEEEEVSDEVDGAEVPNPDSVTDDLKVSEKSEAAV
PP1 counter = blocks human PP1-alpha phosphatase, a PP5 counter-screen. P62136. purified PP1alpha, OMFP fluorescence. inhibition, % at 6.7 µM. 0.9% of 320,000 active;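 active = inhibition above the mean inhibition of all tested compounds plus 3 SD, computed separately for each screening campaign, cut at about 15% in these data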
GRK2 aptamer HTS = inhibitors of human GRK2 displacing RNA aptamer. P25098. bead flow cytometry, FAM-aptamer displacement from GRK2. inhibition of aptamer binding, % at 10 µM. 0.59% of 330,000 active. AID 488847;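 active = inhibition of aptamer binding above 40%, roughly 3 SD of noise, on plates passing a quality check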;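 note: median bead fluorescence of bound FAM aptamer so fluorescent compounds give negative values; no value below 0 was filed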
Target sequence (P25098 whole entry, looked up): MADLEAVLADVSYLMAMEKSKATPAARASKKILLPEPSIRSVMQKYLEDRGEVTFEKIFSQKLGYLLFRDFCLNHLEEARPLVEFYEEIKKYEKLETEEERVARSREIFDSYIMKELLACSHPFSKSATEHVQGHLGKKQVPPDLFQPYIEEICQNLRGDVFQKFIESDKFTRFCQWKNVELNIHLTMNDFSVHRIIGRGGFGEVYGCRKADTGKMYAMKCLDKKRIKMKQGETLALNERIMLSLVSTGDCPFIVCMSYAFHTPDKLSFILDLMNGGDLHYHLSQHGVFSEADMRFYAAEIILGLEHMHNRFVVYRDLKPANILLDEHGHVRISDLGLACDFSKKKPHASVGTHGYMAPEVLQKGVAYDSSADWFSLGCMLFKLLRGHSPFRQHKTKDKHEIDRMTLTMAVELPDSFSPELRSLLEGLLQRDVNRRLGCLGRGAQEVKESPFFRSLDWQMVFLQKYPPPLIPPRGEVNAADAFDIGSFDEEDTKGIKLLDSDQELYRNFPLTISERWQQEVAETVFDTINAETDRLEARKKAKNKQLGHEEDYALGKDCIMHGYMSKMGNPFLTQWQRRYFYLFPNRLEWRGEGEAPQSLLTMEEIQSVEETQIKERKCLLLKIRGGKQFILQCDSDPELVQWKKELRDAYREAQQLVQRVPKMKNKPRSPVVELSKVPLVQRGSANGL
Fh CTSL1 inh = counter-screen for PFM18AAP inhibitors: inhibitors of F. hepatica cathepsin L1. recombinant F. hepatica cathepsin L1, Z-Leu-Arg-MCA fluorescence. AID 1906. inhibition, % at 5.96 µM. 0.49% of 300,000 active;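 active = inhibition above the mean of all tested compounds plus 3 SD, set per screening campaign, cut at about 17% in these data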;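 note: 0% = plate median of test compound wells and 100% = 1 µM Z-Phe-Ala-diazomethylketone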
Active calls of the source: *.

Screening O=C(O)c1cnn(-c2nc(-c3ccc(Cl)cc3)cs2)c1C(F)(F)F returned procasp7 counter 7, procasp3 activ 1, PP5 primary 1.4, core dimer inh 3, VLA-4 inh 3, GASC-1 inh 1, PP1 counter 3, GRK2 aptamer HTS 2 and Fh CTSL1 inh 6.
CN(CC(=O)Nc1ccc(F)cc1)CC(=O)N(C)C1(C#N)CCCCC1 was read as procasp7 counter -6, procasp3 activ 3, PP5 primary 1.0, VLA-4 inh -3, GASC-1 inh 3, PP1 counter -3 and GRK2 aptamer HTS 0.
Screening COc1cc(OC)cc(OC(=O)C2CCN(S(=O)(=O)c3ccc(OC)c(OC)c3)CC2)c1 returned procasp7 counter 11, procasp3 activ 9, PP5 primary 1.5, core dimer inh -6, VLA-4 inh 1, GASC-1 inh 6, PP1 counter -4, GRK2 aptamer HTS 0 and Fh CTSL1 inh 4.
CCN(CC)C(=O)c1cc(S(=O)(=O)N2CCCCC2)c[nH]1 was read as procasp7 counter -2, procasp3 activ 2, PP5 primary 1.8, core dimer inh 4, VLA-4 inh 16, GASC-1 inh 0, PP1 counter -9, GRK2 aptamer HTS 0 and Fh CTSL1 inh -3.
`O=S(=O)(NCCOCC(F)(F)F)c1ccc2oc3ccccc3c2c1` gave procasp7 counter -6, procasp3 activ -11, PP5 primary -2.2, core dimer inh -5, VLA-4 inh -9, GASC-1 inh 30, PP1 counter -6, GRK2 aptamer HTS 0 and Fh CTSL1 inh 9.
CCS(=O)(=O)N1N=C(c2ccc(NS(C)(=O)=O)cc2)CC1c1ccccc1 (stereo not given) was read as procasp7 counter 5, procasp3 activ 3, PP5 primary -2.6, core dimer inh -4, VLA-4 inh -119, GASC-1 inh 0, PP1 counter -1, GRK2 aptamer HTS 0 and Fh CTSL1 inh 0.
`O=C(NCc1ccc(Cl)c(Cl)c1)C1CCCC1` gave procasp7 counter 1, procasp3 activ 3, PP5 primary 2.2, core dimer inh 5, VLA-4 inh 11, GASC-1 inh -21, PP1 counter -3, GRK2 aptamer HTS 6 and Fh CTSL1 inh -3.
For Cc1n[nH]c(C)c1CCN(C)Cc1cn(C)nc1-c1ccc2c(c1)OCCO2 the results were procasp7 counter 3, procasp3 activ 10, PP5 primary 0.6, core dimer inh -4, VLA-4 inh 5, GASC-1 inh 1, PP1 counter -5, GRK2 aptamer HTS 2 and Fh CTSL1 inh 6.
CCCCn1c(=N)n(CC(=O)c2ccc(OC)cc2)c2ccccc21 was read as procasp7 counter -4, procasp3 activ -7, PP5 primary 1.5, core dimer inh 1, VLA-4 inh 15, GASC-1 inh 6, PP1 counter 2, GRK2 aptamer HTS 0 and Fh CTSL1 inh -3.
O=c1[nH]c(/C=C/c2cccc([N+](=O)[O-])c2)c([N+](=O)[O-])c(=O)[nH]1 was read as procasp7 counter 2, procasp3 activ 1, PP5 primary 5.2, core dimer inh 16, VLA-4 inh 8, GASC-1 inh 0, PP1 counter 4, GRK2 aptamer HTS 2 and Fh CTSL1 inh -2.
For CCC(=O)NCCc1nc2cc(NC(=O)Nc3ccccc3)ccc2n1C the results were procasp7 counter 0, procasp3 activ -1, PP5 primary -1.0, core dimer inh 6, VLA-4 inh 2, GASC-1 inh 18, PP1 counter -3, GRK2 aptamer HTS 6 and Fh CTSL1 inh -2.
Screening COC(=O)[C@H](CCSC)NC(=O)Nc1ccc(C)cc1 returned procasp7 counter -9, procasp3 activ -3, PP5 primary 2.4, core dimer inh 1, VLA-4 inh 0, GASC-1 inh -10, PP1 counter -8, GRK2 aptamer HTS 0 and Fh CTSL1 inh -1.
Screening O=C(Nc1ccc(NC(=O)c2sc3ccccc3c2Cl)cc1)c1ccco1 returned procasp7 counter -9, procasp3 activ -2, PP5 primary -0.3, core dimer inh 2, VLA-4 inh 17, GASC-1 inh -3, PP1 counter 0, GRK2 aptamer HTS 4 and Fh CTSL1 inh 3.
Screening CS(=O)(=O)N(CC(=O)N1CCCC1)c1cc(Cl)c(Cl)cc1Cl returned procasp7 counter -2, procasp3 activ 8, PP5 primary 2.8, core dimer inh 0, VLA-4 inh 6, GASC-1 inh 4, PP1 counter 0, GRK2 aptamer HTS 0 and Fh CTSL1 inh 0.
`CC1(C)Cc2nc3oc4c(NCCCN5CCOCC5)ncnc4c3cc2CO1` gave procasp7 counter 6, procasp3 activ -3, PP5 primary 1.5, core dimer inh -4, VLA-4 inh -10, GASC-1 inh 2, PP1 counter 0, GRK2 aptamer HTS 0 and Fh CTSL1 inh 3.
For O=C(c1ccc(-n2cncn2)c([N+](=O)[O-])c1)N1CCN(c2cccc(Cl)c2)CC1 the results were procasp7 counter 8, procasp3 activ 2, PP5 primary 1.1, core dimer inh 0, VLA-4 inh 6, GASC-1 inh 3, PP1 counter -1, GRK2 aptamer HTS 0 and Fh CTSL1 inh -3.
For CCOc1c(Br)cc(CNc2ccc3c(c2)OCCO3)cc1OC the results were procasp7 counter -4, procasp3 activ 2, PP5 primary 3.5, core dimer inh 0, VLA-4 inh 4, GASC-1 inh 10, PP1 counter -2, GRK2 aptamer HTS 3 and Fh CTSL1 inh -2.
Cc1cccc(C(=O)NCc2nnc3c4ccccc4c(-c4ccccc4)nn23)c1 was read as procasp7 counter -7, procasp3 activ 1, PP5 primary -4.4, core dimer inh 5, VLA-4 inh -2, GASC-1 inh 6, PP1 counter -4, GRK2 aptamer HTS 3 and Fh CTSL1 inh 0.
Screening Brc1ccc(-c2nnc(Cc3ccccc3)o2)cc1 returned procasp7 counter 7, procasp3 activ -2, PP5 primary -1.2, core dimer inh 6, VLA-4 inh 2, GASC-1 inh 0, PP1 counter -2, GRK2 aptamer HTS 4 and Fh CTSL1 inh -1.
For CCOC(=O)c1ccc(NS(=O)(=O)CC)cc1 the results were procasp7 counter 4, procasp3 activ 0, PP5 primary 1.2, core dimer inh -4, VLA-4 inh 3, GASC-1 inh -7, PP1 counter -4, GRK2 aptamer HTS 6 and Fh CTSL1 inh -5.
Screening CC(C)=NN/C(N)=N/C(=S)Nc1ccc(C)cc1 returned procasp7 counter -3, procasp3 activ -13, PP5 primary -2.2, core dimer inh 0, VLA-4 inh -2, GASC-1 inh 10, PP1 counter -4, GRK2 aptamer HTS 3 and Fh CTSL1 inh -1.
`CCC(=O)c1cn(CC(=O)Nc2ccc(OC)cc2)c2ccccc12` gave procasp7 counter -1, procasp3 activ -2, PP5 primary 7.3, core dimer inh -9, VLA-4 inh 57*, GASC-1 inh -4, PP1 counter 7, GRK2 aptamer HTS 2 and Fh CTSL1 inh 0.
Screening COc1ccccc1N(CN1CCCC1=O)C(=O)c1c(F)cccc1F returned procasp7 counter 1, procasp3 activ 5, PP5 primary 0.1, core dimer inh 3, VLA-4 inh 5, GASC-1 inh -4, PP1 counter -2, GRK2 aptamer HTS 3 and Fh CTSL1 inh 0.
Screening CCOC(=O)Cc1csc(NC(=O)CSc2nnc(C)n2C)n1 returned procasp7 counter 2, procasp3 activ 0, PP5 primary 0.0, core dimer inh -1, VLA-4 inh 16, GASC-1 inh 2, PP1 counter -6, GRK2 aptamer HTS 0 and Fh CTSL1 inh 0.
Cc1[nH]c2ccccc2c1C(=O)CN1C(=O)C(=O)N(Cc2ccco2)C1=O was read as procasp7 counter 9, procasp3 activ 5, PP5 primary 0.5, core dimer inh 13, VLA-4 inh 17, GASC-1 inh -1, PP1 counter 1, GRK2 aptamer HTS 2 and Fh CTSL1 inh 3.
Screening O=C(CCNC(=O)c1ccccc1Cl)NNC(=O)c1ccccc1O returned procasp7 counter 0, procasp3 activ -1, PP5 primary -1.5, core dimer inh -4, VLA-4 inh -6, GASC-1 inh 24, PP1 counter -4, GRK2 aptamer HTS 0 and Fh CTSL1 inh -2.
O=C(Nc1ccc([N+](=O)[O-])cc1)c1cn(-c2ccccc2)nc1-c1cc2ccccc2o1 was read as procasp7 counter 1, procasp3 activ 10, PP5 primary -1.1, core dimer inh -7, VLA-4 inh -5, GASC-1 inh 1, PP1 counter -2, GRK2 aptamer HTS 0 and Fh CTSL1 inh -1.
`C#CCOCCOCCOCCNc1nc(N2CCN(C(=O)CCCCCCCCCCNC(=O)[C@H](CO)n3cc(CCCSC)nn3)CC2)nc(N2CCN(C(=O)CCCCCCCCCCNC(=O)[C@H](CCCCN)n3cc(C[C@@H](C)CC)nn3)CC2)n1` gave procasp7 counter -7, procasp3 activ 8, PP5 primary 5.3, core dimer inh 15, VLA-4 inh 0, GASC-1 inh -22, PP1 counter 51*, GRK2 aptamer HTS 0 and Fh CTSL1 inh 3.
`CN(C)S(=O)(=O)c1ccc(C(=O)NCc2ccc3[nH]c4c(c3c2)CCCC4)cc1` gave procasp7 counter 14, procasp3 activ -2, PP5 primary 5.5, core dimer inh 7, VLA-4 inh -14, GASC-1 inh 4, PP1 counter -6, GRK2 aptamer HTS 1 and Fh CTSL1 inh 1.
Screening CC1CCC(NC(=O)CCC(=O)N2CC(C)Oc3ccccc32)CC1 (stereo not given) returned procasp7 counter 5, procasp3 activ 0, PP5 primary 1.6, core dimer inh -4, VLA-4 inh 2, GASC-1 inh -15, PP1 counter -5, GRK2 aptamer HTS 0 and Fh CTSL1 inh 0.
Screening O=C(CN1C(=O)/C(=C/c2ccccc2F)Sc2ccccc21)NCC1CCCO1 (stereo not given) returned procasp7 counter 5, procasp3 activ 4, PP5 primary 2.3, core dimer inh -3, VLA-4 inh 10, GASC-1 inh -1, PP1 counter -3, GRK2 aptamer HTS 15 and Fh CTSL1 inh 5.
Screening CCOC(=O)N1CCN(C(=O)c2ccc(NS(=O)(=O)c3ccc4[nH]c(=O)[nH]c4c3)cc2)CC1 returned procasp7 counter 2, procasp3 activ 2, PP5 primary 0.9, core dimer inh 0, VLA-4 inh -3, GASC-1 inh -1, PP1 counter -1, GRK2 aptamer HTS 1 and Fh CTSL1 inh 1.
Cc1ccc(S(=O)(=O)Nc2ccc(N=Nc3ccc(O)cc3)cc2)cc1 was read as procasp7 counter 1, procasp3 activ -11, PP5 primary 5.1, core dimer inh -6, VLA-4 inh 7, GASC-1 inh -3, PP1 counter 3, GRK2 aptamer HTS 4 and Fh CTSL1 inh 0.
For CCOC(=O)N/N=C(\CCC(=O)O)c1cccs1 the results were procasp7 counter 5, procasp3 activ -4, PP5 primary -1.0, core dimer inh 0, VLA-4 inh -8, GASC-1 inh 14, PP1 counter -2, GRK2 aptamer HTS 1 and Fh CTSL1 inh 1.
Screening Cc1ccc(S(=O)(=O)N(C)c2ccc(OCc3cccc(C)c3)cc2)cc1 returned procasp7 counter -5, procasp3 activ 6, PP5 primary -1.3, core dimer inh -19, VLA-4 inh 1, GASC-1 inh -17, PP1 counter -2, GRK2 aptamer HTS 0 and Fh CTSL1 inh 5.

Screening results deposited in PubChem BioAssay by several laboratories.
